# TAG inh – triacylglycerol accumulation inhibition. hit rate 0.66% among 230,000. H9c2 cells, Nile Red lipid (TAG) fluorescence; cells loaded with 200 µM oleic acid. inhibition, % at 12.5 µM;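 active means pattern-corrected inhibition of lipid staining of at least 50% with the nuclear-stain viability signal not falling by more than 50%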;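 further: 0% = DMSO wells and 100% = triacsin C control wells; some results filed as inactive read as strong as hits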
# TAG inh DAPI viability – second read-out of TAG inh, no call of its own (marks repeat the call); DAPI nuclei signal change (viability), lower = more cytotoxic, %;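 whole-well DAPI fluorescence read on a plate reader as a viability signal; minus 50 percent equals half of cells still viable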
# * = called active by the depositor. Not all compounds are listed. The share of hits here may be higher or lower than overall.
SMILES,TAG inh,TAG inh DAPI viability
CCOC(=O)c1cc2c(=O)n3cccc(C)c3nc2n(CCOC)c1=NC(C)=O,-2,28
C[C@@H](NC(=O)c1nc[nH]c1C(=O)N[C@@H](Cc1ccccc1)C(=O)OCc1ccccc1)c1ccccc1,-9,-6
Cc1nn(Cc2ccccc2Cl)c(C)c1NC(=O)Cn1nc([N+](=O)[O-])c(Cl)c1C,-5,0
CCCCN(C(=O)c1ccc2c(c1)OCCO2)c1c(N)n(CCCC)c(=O)[nH]c1=O,-46,7
CC(=O)Nc1ccc(S(=O)(=O)NNC(=O)c2ccc(C)cc2)cc1,-3,-6
Cn1c(=O)c2c(ncn2CC(=O)Nc2cccc(S(=O)(=O)Nc3ccccc3F)c2)n(C)c1=O,-51,0
C=CCC[C@H](Cc1ccc(F)cc1)C(=O)OC[C@H](C)NC(=O)[C@@H](CC=C)CC(=O)N[C@H](CO)Cc1ccccc1,55*,-12*
Nc1ccc(C=C2C=Cc3ccccc32)cc1,12,-7
O=C(O)c1ccc(NC(=O)c2cn(-c3ccccc3)nc2-c2ccccc2)cc1,6,3
CC1=C(C(=O)N(C)C)CC(CC(=O)NCCc2ccccn2)C(=O)N1Cc1ccccc1 (stereo not drawn),9,-3
COc1ccc(NC(=O)Nc2nc3ccccc3s2)cc1,9,-11
O=C(COC(=O)C1CC1)Nc1ccc(S(=O)(=O)N2CCOCC2)cc1,-9,-6
CC(C)C(NC(=O)c1ccccc1F)C(=O)NCCc1ccccn1 (stereo not drawn),10,-6
CCOC(=O)c1ccccc1OC(=O)CS(=O)c1ccccc1[N+](=O)[O-] (stereo not drawn),8,-7
N#CCCN(C(=O)CN1CCN(S(=O)(=O)c2ccc3c(c2)OCCO3)CC1)c1ccc(F)cc1,6,-1
COc1cc(OC)c(C(=O)OCC(=O)NC23CC4CC(CC(C4)C2)C3)cc1OC,4,-3
Cc1ccc(C)c(NC(=O)C(c2ccccc2)N2CCN(CC(=O)N3CCOCC3)CC2)c1 (stereo not drawn),-12,-5
CC1C(=O)NC(=O)C1c1ccccc1 (stereo not drawn),-13,12
COc1ccccc1N1CCN(C(=O)Cc2c(C(=O)O)[nH]c3ccc(Cl)cc23)CC1,4,-2
Cc1ccccc1CC(=O)N1CCN(S(=O)(=O)c2ccc(Cl)s2)CC1,-16,-1
COc1cccc(-c2nc(C(N)=O)c3[nH]c(=O)n(-c4ccccc4)c3n2)c1OC,21,14
O=C(c1ccco1)c1cn(CC(=O)N2CCCCC2)c2ccccc12,0,8
O=C(c1ccco1)N1CCN(Cc2cc(=O)c(OCc3ccccc3F)co2)CC1,8,2
Cc1ccc(C(O)c2ncc(-c3ccc4ccccc4c3)[nH]2)cc1F (stereo not drawn),-28,0
Cc1ccc(C2NC(=O)c3ccccc3O2)cc1 (stereo not drawn),0,1

# Next part:
SMILES,TAG inh,TAG inh DAPI viability
Cc1cccnc1NC(=O)C(C)N1C(=O)c2ccccc2C1=O (stereo not drawn),-3,-5
O=C(Cn1cccc1C(=O)c1ccccc1)NCc1ccccc1,-7,-3
COc1ccc(C(=O)COC(=O)c2ccc3c(c2)NC(=O)CS3)c(OC)c1,2,-2
Cc1sc2nc3c(C(=O)N4CCCC4)cc(C(=O)c4ccccc4O)cn3c(=O)c2c1C,31,-5
Cc1ccc(CN2CCNC(=O)C2CC(=O)N(C)CCc2cnn(C)c2)cc1 (stereo not drawn),-2,-3
CC(O)CNc1nc2ccccc2n1-c1ncnc2sc3c(c12)CCC3 (stereo not drawn),-3,34
C[C@@H]1CN([C@H](C)CO)C(=O)CCCn2nncc2CO[C@H]1CN(C)C(=O)c1cc(-c2ccccc2)on1,8,1
COc1cc(OC)c(C(=O)OCC(=O)N2CCN(S(=O)(=O)c3ccc(C)cc3C)CC2)cc1OC,0,8
Cc1ccc(Cn2c(SCC(=O)N(C)C3CCS(=O)(=O)C3)nc3ccccc3c2=O)cc1 (stereo not drawn),-42,0
Cc1ccc(C(=O)Nc2ccc3c(c2)OCO3)cc1Cl,-4,0
Cc1ccccc1NC(=O)CSc1nc2ccccc2c(=O)n1C,-8,-10
COC(=O)C1=C(C(=O)OC)[C@@H]2N(Cc3ccccc3)c3ccccc3[C@@]23C[C@@H](C(=O)OC)N(C(C)=O)C3=N1,4,3
Cc1ccc([N+](=O)[O-])cc1N(CC(=O)NCC1CCCO1)S(C)(=O)=O (stereo not drawn),1,-1
N#Cc1ccccc1NC(=O)C(=O)NCC1CCCN1S(=O)(=O)c1cccs1 (stereo not drawn),-5,0
O=C1c2cccc3cccc(c23)C(=O)N1CC1CCN(S(=O)(=O)c2ccccc2)CC1,-5,0
CCOCCCNCc1cc(Br)ccc1OCC,1,10
O=C(Nc1ccccc1)C1(c2ccccc2)CC1(Cl)Cl (stereo not drawn),3,6
Cc1ccc(C)c(N2CCN(C(=O)Cn3ncn4cccc4c3=O)CC2)c1,19,-6
CCN(CCO)C(=O)CC(c1ccccc1)c1cc(Br)ccc1O (stereo not drawn),1,2
COc1ccc(CN2CCN(C(=O)C3CCN(C(=O)Nc4ccccc4)CC3)CC2)cc1OC,18,1
Cc1ncc([N+](=O)[O-])n1Cc1ccccc1F,-2,13
CCN(C(=O)c1cc2c(s1)-c1ccccc1S(=O)(=O)C2)c1cc(OC)ccc1OC,-7,-8
O=C(Cn1cnc2c(nnn2-c2ccccc2)c1=O)NCc1ccco1,-1,-12
CC(=O)NC(Cc1c[nH]c2ccccc12)C(=O)NCCc1ccccc1 (stereo not drawn),-4,-7
CCc1cc(C(=O)Nc2ccc(OC)nc2)sc1C,36,-39

# Profiles, quoted from the list.
# Results for Cc1ccc(C(=O)Nc2ccc3c(c2)OCO3)cc1Cl = TAG inh: -4; TAG inh DAPI viability: 0
# Results for O=C(Cn1cccc1C(=O)c1ccccc1)NCc1ccccc1 = TAG inh: -7; TAG inh DAPI viability: -3

# Continued.
SMILES,TAG inh,TAG inh DAPI viability
N#C/C(=C\c1ccc(C(=O)O)cc1)c1ccccn1,14,-7
COc1cccc(/C=C/C(=O)OCC(=O)Nc2cccc(S(=O)(=O)N(C)C)c2)c1,2,-1
O=C(OCc1nnc(-c2ccc([N+](=O)[O-])cc2)o1)C1CCN(C(=O)c2ccc(F)cc2)CC1,-6,6
NS(=O)(=O)c1ccc(CCNC(=O)COC(=O)C2COc3ccccc3O2)cc1 (stereo not drawn),-7,5
O=C1CSC(=Nc2ccc(Cl)cc2)N1,7,0
Cc1ccc(C(=O)Nc2cc(-c3ccn[nH]3)c(C)n(N)c2=O)cc1,7,3
Cn1c(CO)cnc1SCc1ccc(Cl)cc1,-5,1
O=C(NC(=S)NNC(=O)c1ccco1)c1ccccc1,7,10
CN(C)c1cccc(CNC(=O)c2csc([C@@H]3O[C@H](CO)[C@@H](O)[C@H]3O)n2)c1,-24,12
COc1ccc(Cl)cc1NC(=O)COC(C)=O,-4,21
NC(=O)NN=C1CCn2cccc21,4,-1
CC(C)Nc1nc(N)c(C(=O)C23CC4CC(CC(C4)C2)C3)s1,5,1
O=C(CSc1ccc(Cl)cc1)NC(=O)c1ccccc1,-5,9
COc1ccc(CC(=O)NNC(=O)c2ccc(Br)o2)cc1,14,-8
COC(=O)C1CCN(C(=O)Nc2ccc(OC)cc2)CC1,-12,4
S=c1nc[nH]c2c1ncn2-c1ccc(Cl)cc1,5,2
C=C(C)CN1CCN(c2ccc(N3C(=O)CCCC3=O)cc2[N+](=O)[O-])CC1,4,-1
C=CCn1c(Cc2cccs2)nnc1SCC(=O)c1ccc(F)cc1,0,-3
COCC(C)NC(=O)c1cc(OC)cc(OC)c1 (stereo not drawn),2,-9
C=CCSc1nnnn1-c1ccc(OC)cc1,-3,-9
CC(C)(C)NC(=O)CN(C(=O)C(=O)Nc1ccc2c(c1)OCCO2)C(C)(C)C,-17,-2
Cc1cccc(NC(=O)c2ccc(C(=O)c3ccccc3)o2)c1,8,9
CN(Cc1ccccc1)C(=O)c1cccc(NC(=O)Cc2ccc(NC(=O)C3CCN(C(=O)C4CC4)CC3)cc2)c1,-3,5
CCCCn1c(N)c(N(CCC(C)C)C(=O)c2cc(-c3ccco3)nc3ccccc23)c(=O)[nH]c1=O,6,-7
Cc1ccccc1-n1ncc2c1CC(C)(C)CC2NC(=O)C1=CC(=O)CC(C)(C)O1 (stereo not drawn),-3,-1

# (further entries)
SMILES,TAG inh,TAG inh DAPI viability
CCc1sc(N(C(=O)Cc2ccccc2)c2cccc(F)c2)nc1-c1ccc(C)cc1,-30,-1
O=[N+]([O-])c1cccc(S(=O)(=O)NCCc2ccccc2)c1,-2,-1
COC(=O)c1cccc(CSc2nnc(-c3ccco3)n2-c2ccccc2)c1,-14,12
Cn1c(=O)c2c(ncn2Cc2ccccc2)n(C)c1=O,2,-11
COc1cc(/C=N/NC(=O)c2ccccn2)ccc1OC(=O)c1ccc(Br)cc1,2,5
CCOc1ccccc1NC(=O)COC(=O)c1ccccc1SCC(=O)N1CCCC1,-2,0
Cc1ccc(SCCN2CCC(C(C)(C)C)CCC2=O)cc1 (stereo not drawn),15,2
O=C(c1cccc(NS(=O)(=O)c2ccccc2)c1)N1CCCC1,9,-4
CN1CCN(CCCCOc2ccccc2C=O)CC1,12,32
CCOC(=O)C1=C(C)OC(=Cc2ccccc2)C1=O,-4,3
Cc1ccc(CC2SC(N)=NC2=O)cc1 (stereo not drawn),2,7
O=C1C(c2ccccc2)c2ccccc2N1Cc1ccccc1 (stereo not drawn),-9,-6
O=C(Nc1nc2c(s1)CN(Cc1ccccc1)CC2)C1CCCC1,16,13
O=C(COC(=O)Cn1[nH]c(=O)c2ccccc2c1=O)NNC(=O)c1ccccc1,-10,11
Cc1nnsc1NC(=O)OCc1ccc(Cl)cc1Cl,10,-3
Cc1ccc(C)c2[nH]c(=O)c(CCNC(=O)c3ccc(S(=O)(=O)N(C)C)cc3)cc12,12,0
O=C(NCc1cccs1)c1ccc2sc(C3=C[C@@H](O)[C@@H](O)[C@@H](CO)O3)nc2c1,5,-1
COc1ccc(NC(=O)CSc2ccc3c(c2)OCCO3)cc1OC,-11,4
NS(=O)(=O)c1cccc2c1c([N+](=O)[O-])cc1nc(O)c(O)nc12,20,-26
CCC(C)OC(=O)C1=C(C)NC2=C(C(=O)C(C(=O)OC)C(C)C2)C1c1ccc(N(C)C)cc1 (stereo not drawn),16,-3
Cc1nc(SCC(=O)Nc2cc(C(N)=O)cc(C(N)=O)c2)c2c(C)c(C)sc2n1,-7,15
COc1cc(S(=O)(=O)N2CCOCC2)ccc1NC(=O)COC(=O)COc1ccccc1,8,-1
COc1ccc(OC)c(C2/C(=C(\O)c3ccc4c(c3)OCCO4)C(=O)C(=O)N2CC2CCCO2)c1 (stereo not drawn),6,2
CC1(C)CC=C(NNC(=O)c2cccnc2)C(=O)C1,7,4
O=C(CSc1ncnc2sccc12)Nc1ccccc1,-2,-1

# Rewritten tab-delimited: part of the list above.
SMILES	TAG inh	TAG inh DAPI viability
CCOc1ccccc1NC(=O)COC(=O)c1ccccc1SCC(=O)N1CCCC1	-2	0
Cc1ccc(SCCN2CCC(C(C)(C)C)CCC2=O)cc1 (stereo not drawn)	15	2
O=C(c1cccc(NS(=O)(=O)c2ccccc2)c1)N1CCCC1	9	-4
CN1CCN(CCCCOc2ccccc2C=O)CC1	12	32
CCOC(=O)C1=C(C)OC(=Cc2ccccc2)C1=O	-4	3
Cc1ccc(CC2SC(N)=NC2=O)cc1 (stereo not drawn)	2	7
O=C1C(c2ccccc2)c2ccccc2N1Cc1ccccc1 (stereo not drawn)	-9	-6
O=C(Nc1nc2c(s1)CN(Cc1ccccc1)CC2)C1CCCC1	16	13
O=C(COC(=O)Cn1[nH]c(=O)c2ccccc2c1=O)NNC(=O)c1ccccc1	-10	11
Cc1nnsc1NC(=O)OCc1ccc(Cl)cc1Cl	10	-3
Cc1ccc(C)c2[nH]c(=O)c(CCNC(=O)c3ccc(S(=O)(=O)N(C)C)cc3)cc12	12	0
O=C(NCc1cccs1)c1ccc2sc(C3=C[C@@H](O)[C@@H](O)[C@@H](CO)O3)nc2c1	5	-1
COc1ccc(NC(=O)CSc2ccc3c(c2)OCCO3)cc1OC	-11	4
NS(=O)(=O)c1cccc2c1c([N+](=O)[O-])cc1nc(O)c(O)nc12	20	-26
CCC(C)OC(=O)C1=C(C)NC2=C(C(=O)C(C(=O)OC)C(C)C2)C1c1ccc(N(C)C)cc1 (stereo not drawn)	16	-3
Cc1nc(SCC(=O)Nc2cc(C(N)=O)cc(C(N)=O)c2)c2c(C)c(C)sc2n1	-7	15
COc1cc(S(=O)(=O)N2CCOCC2)ccc1NC(=O)COC(=O)COc1ccccc1	8	-1
COc1ccc(OC)c(C2/C(=C(\O)c3ccc4c(c3)OCCO4)C(=O)C(=O)N2CC2CCCO2)c1 (stereo not drawn)	6	2
CC1(C)CC=C(NNC(=O)c2cccnc2)C(=O)C1	7	4
O=C(CSc1ncnc2sccc12)Nc1ccccc1	-2	-1

# Going on with the list:
SMILES,TAG inh,TAG inh DAPI viability
O=C(/C=C/c1cccc(Cl)c1)NNC(=O)c1ccncc1,3,6
COc1ccc(C2CCc3cc4c(cc3C2=NO)OCO4)cc1OC (stereo not drawn),-5,7
COc1ccc(C(=O)CSc2nc(C)cc(C)n2)cc1[N+](=O)[O-],3,1
O=C(Nc1ccc(S(=O)(=O)Nc2ncccn2)cc1)c1cncc(Br)c1,-1,-2
COc1ccc2oc(=O)c(-c3cn4ccc(C)cc4n3)cc2c1,0,13
CSCCC(NS(=O)(=O)c1ccc(C)cc1)C(=O)N1CCN(C(C)=O)CC1 (stereo not drawn),3,-6
CC(=O)C1CCC2C3CC=C4CC(SC(=N)N)CCC4(C)C3CCC12C (stereo not drawn),21,-23
CC1CC(C)CN(C(=O)CN2C(=O)NC3(CCCCCC3)C2=O)C1 (stereo not drawn),2,2
